# Assay outcomes (PubChem BioAssay)
# HTT ATP protect: Huntington cell model cytoprotection by ATP luminescence | Potency, µM (series often up to 56.4 µM), for the others: cytoprotection (ATP increase), most hits filed as activators | AID 1471 | PC12 HTT-Q103 induced, cytoprotection, ATP luminescence, 40 h | actives 0.14% (n = 230,000);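 note: potency is the fitted concentration of half-maximal effect; % of control where 0% means no effect; nearly all actives have a fitted effect of over 45% in size; toxic huntingtin expression switched on by the ecdysone agonist tebufenozide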
#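 Compounds were screened for protection of PC12 cells against cell death after tebufenozide induction (100 nM final) of mutant Huntingtin exon 1 (Q103) fused to GFP.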
# LMNA splice mod: LMNA splicing modulation; HeLa LMNA splicing GFP/RFP minigene ratio, 48 h; Potency, µM (series often up to 46.1 µM), inactives show at the top dose ratio change, negative = inhibition, most hits filed as inhibitors; actives 0.01% (n = 200,000); AID 1487; active = well fitted inhibition curve with a large enough effect in the signal ratio, with a control signal flat, not every such curve was filed as active; inconclusive = small, poorly fitted or top-dose-only effect, or effect the other way, or a change in a side signal; the % refers to the signal ratio; note: potency is the fitted concentration of half-maximal effect; % is set by controls: 0 for no effect and ±100 for the full control effect
#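 Read-out is the ratio of GFP to DsRed2 object intensity, acquired by 488 nm laser-scanning cytometry on HeLa lamin A-EGFP minigene reporter cells. Compound incubation 48 hrs at 37 °C in Opti-MEM with 2% FBS; DMSO 0.5% final.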
# CBFb-RUNX1 inh: inhibitors of human CBF-beta and RUNX1 interaction; AID 1477; AlphaScreen CBFb-His/RUNX1-biotin binding, biochemical; Q01196+Q13951; 230,000 tested, under 10 active; Potency, µM (doses to about 59.8 µM), for the others: top-dose activity, negative = inhibition, usual class: inhibitors; note: % of control where 0% means no effect
# Target sequence (Q01196 whole entry, looked up): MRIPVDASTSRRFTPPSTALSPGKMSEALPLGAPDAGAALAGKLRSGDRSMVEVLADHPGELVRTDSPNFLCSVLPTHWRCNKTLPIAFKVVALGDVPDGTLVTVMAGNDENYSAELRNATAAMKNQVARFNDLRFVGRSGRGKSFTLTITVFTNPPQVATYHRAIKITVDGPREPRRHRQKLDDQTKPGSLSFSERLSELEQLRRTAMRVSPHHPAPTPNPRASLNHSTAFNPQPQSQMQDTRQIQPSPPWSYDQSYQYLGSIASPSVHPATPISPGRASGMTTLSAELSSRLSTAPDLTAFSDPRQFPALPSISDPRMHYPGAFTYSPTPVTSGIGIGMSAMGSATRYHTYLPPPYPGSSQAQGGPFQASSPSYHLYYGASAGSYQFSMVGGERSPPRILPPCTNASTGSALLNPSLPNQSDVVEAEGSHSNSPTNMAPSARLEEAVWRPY
# Target sequence (Q13951 whole entry, looked up): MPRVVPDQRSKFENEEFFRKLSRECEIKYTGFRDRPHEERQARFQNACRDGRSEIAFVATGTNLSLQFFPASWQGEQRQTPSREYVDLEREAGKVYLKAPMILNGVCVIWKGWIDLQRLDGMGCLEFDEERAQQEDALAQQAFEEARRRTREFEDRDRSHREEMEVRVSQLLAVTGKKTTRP
#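 AlphaScreen proximity signal reports loss of binding between His-tagged CBF-beta and biotin-labelled RUNX1, each at 30 nM. Proteins are pre-associated for 20 minutes, compounds added for 15 minutes, then beads for 90 minutes, all at ambient temperature.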
# SMN2 splice up: increases expression of the SMN2 splice variant; HEK293 SMN2-luciferase splicing reporter, luminescence, 30-36 h; Potency, µM (titrated, usually from 46.1 µM), without a hit: top-dose activity change, positive = activation, actives largely listed as activators; actives 2.8% (n = 210,000); note: potency is the fitted concentration of half-maximal effect; % of control where 0% means no effect; nearly all actives have a fitted effect of over 55% in size
#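 qHTS luciferase splicing reporter: luminescence rises when SMN2 exon 7 is included in transfected HEK293 cells. Compound exposure lasted 30-36 h at 37C, with 4.5 mM final sodium butyrate as control, followed by a ONE-Glo read.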
# IMPase Li cell: cell-permeable IMPase inhibitors with lithium potentiation; AID 1457; CHO-M1 cells, IP1 TR-FRET (IP-One), carbachol + lithium; Potency, µM (top dose mostly 59.4 µM), without a hit: at the highest dose activity, negative = IMPase inhibition, hits mostly inhibitors; actives 0.35% (n = 210,000);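 note: IP1 builds up when IMPase is blocked and the TR-FRET signal falls; potency is the fitted concentration of half-maximal effect; plate controls were basal vehicle for no effect and high inhibitor control for full effect; nearly all actives have a fitted effect of over 50% in size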
#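 Steps: plate 2000 CHO-M1 cells per well and culture 16–30 h; add compound and lithium; incubate 30 min, 37C; add d2-IP1 tracer and Eu cryptate anti-IP1 antibody in lysis buffer; read after 10 min at room temperature.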
# HttQ103 aggreg: mutant huntingtin aggregation inhibition; actives 1.1% (n = 220,000); PC12 HttQ103-GFP aggregates, Acumen cytometry, 40 h; Potency, µM (doses to about 46.1 µM), inactives show top-dose activity change, negative = inhibition, actives largely listed as inhibitors; AID 1688; note: potency is the fitted concentration of half-maximal effect; % is set by controls: 0 for no effect and ±100 for the full control effect; nearly all actives have a fitted effect of over 60% in size
#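 Quantitative HTS on tebufenozide-induced (100 nM) PC12 cells stably expressing polyQ103 Huntingtin exon 1–GFP. Reduction of bright GFP aggregates, detected by laser scanning cytometry after lysis, identified actives across the titration.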
# KinaseGlo FLuc: counter-screen: inhibitors of Kinase-Glo firefly luciferase. Kinase-Glo luciferase, ATP luminescence, 8 min. Potency, µM (highest dose often 38.3 µM), without a hit: at the top dose activity change, negative = inhibition, hits mostly inhibitors. Q27757. actives 0.28% (n = 200,000); note: potency is the fitted concentration of half-maximal effect; % is set by controls: 0 for no effect and ±100 for the full control effect; nearly all actives have a fitted effect of over 60% in size
#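 Substrate mix (final 50 mM imidazole pH 7.2, 50 mM KCl, 7 mM MgCl2, 10 uM ATP, 0.01% Tween 20, 0.05% BSA) plus pin-tool compound, then Kinase-Glo detection mix; 8 min ambient, luminescence read.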
# Numbers without * were called inactive; ? = inconclusive; . = not tested or not shown; [ ] = another dose, or the depositor's remark. Unless noted, calls come from the whole dose curve; as a rule, active = well fitted curve in the direction sought with a large enough effect; inconclusive = small, poorly fitted or top-dose-only effect, or another doubt; inactive = no such curve, though single readings can be large; an effect the other way counts as inactive or inconclusive.
No. | SMILES | HTT ATP protect | LMNA splice mod | CBFb-RUNX1 inh | SMN2 splice up
1 | CC(CCc1ccccc1)NC(=O)CCCCCNc1nc(=S)[nH]c2ccccc12 (stereo not given) | -27.3% | . | 5.1% | .
2 | CCC(=O)c1ccc(N2CCN(C(=O)COc3ccc(F)cc3)CC2)c(F)c1 | 7.0%[10 µM] | 9.2% | 1.3% | -48.3%[inhibitor]
3 | NC(=S)Nc1cccc(O)c1 | 8.0%[10 µM] | . | 5.6% | .
4 | CCOc1ccc(CN2CCN(Cc3cc4c(cc3Cl)OCO4)CC2CCO)cc1 (stereo not given) | 12.3%[10 µM] | . | -4.7% | .
5 | CC(C)N1CCN(Cc2ccc(C#CCCO)cc2)CC1CCO (stereo not given) | 10.3%[10 µM] | ? | 3.6% | .
6 | O=C(Nc1ccc(Cl)cc1)N1CCSc2ccccc21 | -29.6% | ? | 3.0% | -8.9%
7 | O=C(C1CCN(Cc2ccc(OCc3ccccc3)cc2)CC1)N1CCCC1 | 11.0% | -16.0% | 1.1% | ?
8 | COC(=O)c1c(SCC(=O)Nc2ccc(C)c(C)c2)nc(=O)[nH]c1C | 11.9%[10 µM] | . | 9.3% | .
9 | O=C(NC1=NCCS1)c1cc2ccccc2o1 | -115.4%[inhibitor] | -4.0% | -6.1% | 3.98µM*
10 | Cc1ccc(-n2c(-c3cccc(C)c3)n[nH]c2=S)cc1 | -2.9% | -3.4% | -3.1% | -8.2%
11 | COc1ccc(S(=O)(=O)N(C(=O)c2ccncc2)c2ccc(OC(=O)c3ccncc3)cc2)cc1 | 12.6% | -9.2%[46 µM] | 1.6% | -17.5%
12 | CC1(C)Cc2c(sc3nc[nH]c(=O)c23)CO1 | 4.8%[10 µM] | 12.2%[46 µM] | -1.5% | .

No. | IMPase Li cell | HttQ103 aggreg | KinaseGlo FLuc
1 | 9.4% | -25.4% | -5.7%
2 | 30.0%[activator][38.3 µM] | -25.8% | 3.6%
3 | . | 4.3%[9.22 µM] | .
4 | . | 16.3%[9.22 µM] | .
5 | 0.5% | 10.3%[9.22 µM] | 0.0%
6 | 10.6%[38.3 µM] | -3.8% | -3.8%
7 | -1.3% | 7.4% | 1.6%
8 | . | 19.3%[9.22 µM] | .
9 | -9.2%[38.3 µM] | -10.0% | ?
10 | -17.6%[38.3 µM] | 6.1% | -0.1%
11 | -2.2% | 11.3% | 0.2%
12 | -2.8% | -1.4%[9.22 µM] | 2.4%

# Only CBFb-RUNX1 inh, LMNA splice mod and KinaseGlo FLuc, for some of the entries so far:
entry | SMILES | CBFb-RUNX1 inh | LMNA splice mod | KinaseGlo FLuc
2 | CCC(=O)c1ccc(N2CCN(C(=O)COc3ccc(F)cc3)CC2)c(F)c1 | 1.3% | 9.2% | 3.6%
3 | NC(=S)Nc1cccc(O)c1 | 5.6% | . | .

# (continued)
No. | SMILES | HTT ATP protect | LMNA splice mod | CBFb-RUNX1 inh | SMN2 splice up
13 | COc1cccc(-c2csc(N3CCN(S(=O)(=O)c4ccc(F)cc4)CC3)n2)c1 | -0.1%[10 µM] | -0.3% | 3.0% | -21.1%
14 | CCOC(=O)N1CCN(c2ccc3nnnn3n2)CC1 | -11.3% | -4.8% | 1.0% | -15.7%
15 | CC(=O)c1ccc([C@H]2C[C@@]34CN(C(=O)OC(C)(C)C)S(=O)(=O)[C@H]3C[C@H]2O4)cc1 | -4.1%[10 µM] | . | 12.1% | .
16 | Cc1cc(C(=O)Nc2ccc3nc(C)sc3c2)c2ccccc2n1 | -12.2%[10 µM] | . | 1.9% | .
17 | COCCNC(=O)C(=O)N/N=C(\C)CC(=O)Nc1cccnc1 | -16.2%[10 µM] | -6.1%[46 µM] | -0.8% | .
18 | COc1ccc(-c2nc(-c3ccccc3)c(-c3cc([N+](=O)[O-])ccc3C)[nH]2)cc1OC | -36.4% | 19.4% | ? | -18.8%
19 | O=C(O)CS(=O)CC(=O)NCc1cccc(C(F)(F)F)c1 (stereo not given) | -11.3% | . | -0.1% | 2.5%
20 | Cc1ccnc(NC(=O)COC(=O)C23CC4CC(CC(C4)C2)C3)n1 | 16.7%[10 µM] | -6.3%[46 µM] | 8.7% | .
21 | COc1ccc(CCNC(=O)c2cnc3n(c2=O)CCS3)cc1OC | -4.3%[10 µM] | -8.0% | 3.1% | -5.7%
22 | CNC(=O)c1c(C)[nH]c(=S)c(C#N)c1-c1ccco1 | 15.5%[10 µM] | . | -1.2% | .
23 | O=[N+]([O-])c1cc(/C=N/N2CCN(Cc3ccccc3)CC2)ccc1Cl | -16.1% | -9.4%[46 µM] | ? | -7.6%
24 | Cn1cc(-c2nc3cnc(N4CCOCC4)nc3n(C3CC3)c2=O)c2ccccc21 | -7.6% | 7.8% | . | .

No. | IMPase Li cell | HttQ103 aggreg | KinaseGlo FLuc
13 | 9.7%[38.3 µM] | -3.7% | -3.2%
14 | 0.2%[38.3 µM] | 4.6% | -2.8%
15 | . | 2.1%[9.22 µM] | .
16 | . | -5.8%[9.22 µM] | .
17 | 1.4% | -16.0%[9.22 µM] | 1.7%
18 | 27.8%[38.3 µM] | -22.2% | -1.5%
19 | -6.9% | 19.3% | 0.7%
20 | . | 16.9%[9.22 µM] | .
21 | 0.8% | -12.0% | 1.8%
22 | . | 10.7%[9.22 µM] | .
23 | 13.7% | -3.0% | -1.4%
24 | -3.9% | . | .

# The list continues.
No. | SMILES | HTT ATP protect | LMNA splice mod | CBFb-RUNX1 inh | SMN2 splice up
25 | COc1cc(OC)cc(C(=O)N[C@H](C(=O)OCC(=O)Nc2ccc(C(N)=O)cc2)C(C)C)c1 | . | 1.7% | 3.1% | ?
26 | N=c1c(C(=O)NCc2ccc(F)cc2)cc2c(=O)n3ccccc3nc2n1CCCN1CCOCC1 | -17.3%[0.074 µM] | -4.8% | 5.8% | -5.1%
27 | OCCC1CN(Cc2ccc(-c3ccco3)cc2)CCN1Cc1ccsc1 (stereo not given) | 4.8%[10 µM] | 0.0%[46 µM] | -2.5% | .
28 | Cc1nnc(-c2cccc(Br)c2)c2cn(-c3ccc(Br)cc3)nc12 | -74.3%[inhibitor] | ? | -7.9% | 1.9%
29 | CCOC(=O)C1=C(O)C(=O)N(Cc2cccnc2)C1c1ccc(C)cc1 (stereo not given) | -17.8%[10 µM] | -6.6%[46 µM] | -6.8% | -15.6%
30 | Cc1cc(NC(=O)c2cc([N+](=O)[O-])cc([N+](=O)[O-])c2)n(-c2ccccc2)n1 | 17.0%[10 µM] | 2.6% | -7.2% | -0.2%
31 | CCCCn1c(SCC(=O)Nc2ccccc2C(F)(F)F)nc2ccsc2c1=O | 4.6% | 17.6% | 4.0% | -9.1%
32 | COc1cccc(-n2nnnc2SCC(=O)c2ccc(NC(C)=O)cc2)c1 | -4.0% | ? | -3.0% | -11.3%
33 | CC1CCCC(NC(=O)C2CCC(CNc3c(N4CCCC4)c(=O)c3=O)CC2)C1C (stereo not given) | 11.5%[10 µM] | . | 1.5% | .
34 | CC(C)c1nc2sc3c(=O)[nH]c(=S)[nH]c3c2c2c1CCC2 | 15.6%[10 µM] | ? | 6.7% | 0.2%
35 | Cc1cc(Cl)c(OCCCCNC(C)(C)C)c(Br)c1 | . | -5.5% | 8.8% | 4.9%
36 | CCNS(=O)(=O)c1ccc2c3c(cccc13)C(=O)N2 | 0.6% | -12.3% | 1.1% | 6.8%

No. | IMPase Li cell | HttQ103 aggreg | KinaseGlo FLuc
25 | 5.5% | 19.3% | 0.7%
26 | 7.9%[38.3 µM] | -6.5% | -3.1%
27 | 23.8% | 0.3%[9.22 µM] | -1.4%
28 | 16.8%[38.3 µM] | -31.2% | -1.8%
29 | 1.8% | 25.6% | 0.3%
30 | -5.5% | -8.0% | 2.5%
31 | ? | 17.3% | -0.3%
32 | 2.7%[38.3 µM] | 13.0% | -2.9%
33 | . | 14.4%[9.22 µM] | .
34 | ? | 0.9% | -0.5%
35 | -9.0% | 16.4% | -0.2%
36 | 18.3%[38.3 µM] | -1.4%[1.84 µM] | 4.6%

# Next structures:
No. | SMILES | HTT ATP protect | LMNA splice mod | CBFb-RUNX1 inh | SMN2 splice up
37 | O=C(O)c1ccccc1OCCOc1ccccc1C(=O)O | 19.5% | 13.7% | 7.9% | 0.6%
38 | Cc1ccc(Cc2nnc3n(-c4cccc(C)c4)nc(C(=O)c4ccccc4)n3c2=O)cc1 | -10.8%[10 µM] | -3.1% | 0.1% | -35.4%[inhibitor]
39 | O=C(C1CCC(CNc2c(N3CCCC3)c(=O)c2=O)CC1)N1CCc2ccccc21 (stereo not given) | -7.3%[10 µM] | . | 3.2% | .
40 | COc1nccc(Nc2ccccc2)c1C#N | 11.1% | -6.7% | 2.1% | -2.2%
41 | CC1CCN(Cc2ccc(-c3nnn(CC(=O)NC4CCCCC4)n3)cc2)CC1 | -34.3% | . | -14.6% | -12.8%
42 | Nc1nc2ncc(C(=O)c3cc(Cl)cc(Cl)c3O)cc2s1 | -5.9%[10 µM] | -1.2%[46 µM] | -15.9% | .
43 | CCOC(=O)Cn1c(C)c(C#N)c2ccccc21 | -5.9% | -4.4% | 2.4% | 25.3%
44 | O=c1c(Cc2ccc(F)cc2)c(O)ccn1CCc1ccccn1 | -41.7%[inhibitor] | . | 6.5% | -4.1%

No. | IMPase Li cell | HttQ103 aggreg | KinaseGlo FLuc
37 | 3.5%[38.3 µM] | 2.9% | -0.5%
38 | 6.0% | 6.0% | 2.0%
39 | . | 28.0%[9.22 µM] | .
40 | 3.3%[38.3 µM] | -13.5% | 1.1%
41 | 13.0% | 8.3% | 1.8%
42 | . | 14.5%[9.22 µM] | .
43 | 26.5%[38.3 µM] | -17.9% | 1.3%
44 | 0.5% | ? | -0.7%

# One compound at a time, as listed above:
# Profile of O=c1c(Cc2ccc(F)cc2)c(O)ccn1CCc1ccccn1 : HTT ATP protect = -41.7%[inhibitor]; LMNA splice mod = .; CBFb-RUNX1 inh = 6.5%; SMN2 splice up = -4.1%; IMPase Li cell = 0.5%; HttQ103 aggreg = ?; KinaseGlo FLuc = -0.7%
# Profile of COc1nccc(Nc2ccccc2)c1C#N : HTT ATP protect = 11.1%; LMNA splice mod = -6.7%; CBFb-RUNX1 inh = 2.1%; SMN2 splice up = -2.2%; IMPase Li cell = 3.3%[38.3 µM]; HttQ103 aggreg = -13.5%; KinaseGlo FLuc = 1.1%
